Source: PubChem BioAssay
Bcl-xL primary = Bcl-xL (human) inhibition; 320,000 compounds, 0.7% hits; AID 2129; Q07817; inhibition, % at 10.9 µM; GST-Bcl-xL / FITC-Bim BH3 peptide fluorescence polarization;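 active means inhibition above the mean of all tested compounds plus 3 SD, cutoff set per campaign, cut at about 30% in these data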;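 further: 0% = DMSO wells and 100% = unlabeled Bim-BH3 peptide competitor; inhibitors lower millipolarization by displacing the labeled peptide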
EBNA-1 inh = blocks EBNA-1 binding to DNA; EBNA-1 DNA binding, fluorescence polarization; inhibition, % at 14.8 µM; 300,000 compounds, 0.34% hits; in the data active means inhibition above about 28%
GLD-1 RNA inh = GLD-1-TGE RNA interaction inhibition (C. elegans); inhibition, % at 5.96 µM; 320,000 compounds, 0.44% hits; purified GLD-1 + fluorescein TGE RNA, fluorescence polarization; Q17339; AID 2280;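 active means percent inhibition above a per-plate cutoff, the plate mean of test compounds plus 3 SD, cut at about 30% in these data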;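 further: 0% = DMSO wells with GLD-1 and probe and 100% = wells lacking GLD-1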
Efflux pump mplx = blocks antifungal efflux pumps in multiplex yeast assay; S. cerevisiae Candida pump triplex, Nile Red efflux; inhibition, % at 10 µM; 330,000 compounds, 0.44% hits; AID 485275;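 active means plate passing quality check with inhibition over a set limit, or well fluorescence over plate mean plus 4 SD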;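 further: Nile Red retained in pooled yeast measured as flow cytometry median fluorescence; 0% = buffer negative control and 100% = Enniatin B positive control; higher means more Nile Red kept so more efflux inhibition; some compounds called inactive have numbers as strong as hits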
CR mimetic SO = yeast age-related superoxide inhibition as caloric restriction mimetic. S. cerevisiae aged cells, superoxide DHE fluorescence; stronger effect = lower value. superoxide response (% of plate mean), % at 10 µM. 330,000 compounds, 0.18% hits;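 active means superoxide response under a set limit, about three screen SD below normal, cut at about 65% in these data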;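 further: yeast aged for seven days with compound at 30 °C before DHE staining; 100% = average MFI of all compound-treated wells on the plate with controls excluded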
ZTA DNA inh = blocks Epstein-Barr virus ZTA, an EBNA-1 counter-screen; 320,000 compounds, 0.15% hits; inhibition, % at 11 µM; ZTA-DNA binding, fluorescence polarization; P03206; in the data active means inhibition above about 33%
Target sequence (P03206 whole entry, looked up): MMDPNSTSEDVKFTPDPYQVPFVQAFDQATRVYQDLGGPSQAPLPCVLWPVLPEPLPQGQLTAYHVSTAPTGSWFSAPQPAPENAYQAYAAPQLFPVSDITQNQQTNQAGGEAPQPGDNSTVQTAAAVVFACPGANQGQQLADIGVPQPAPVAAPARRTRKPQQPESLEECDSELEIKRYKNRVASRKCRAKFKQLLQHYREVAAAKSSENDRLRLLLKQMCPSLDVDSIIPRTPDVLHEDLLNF
Fam108B counter = Fam108B inhibition, counter-screen for RBBP9 inhibitors | recombinant Fam108B, FP-Rh probe fluorescence polarization | inhibition, % at 9.51 µM | 300,000 compounds, 0.33% hits | AID 1947;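 active means inhibition above the screen mean inhibition plus 3 SD, computed separately per campaign, cut at about 18% in these data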;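 further: inhibitors lower polarization as less probe binds the enzyme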
MCL1-BIM inh = MCL1-BIM-BH3 interaction inhibition (human). Q07820. GST-MCL1 / FITC-Bim-BH3 fluorescence polarization. inhibition, % at 10.9 µM. 320,000 compounds, 0.68% hits. AID 2057;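 active means inhibition above the mean inhibition of all tested compounds plus 3 SD, set per campaign, cut at about 40% in these data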;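 further: 0% = DMSO wells and 100% = unlabeled Bim-BH3 peptide control; higher means more loss of mP so more displacement of Bim peptide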
Target sequence (Q07820 whole entry, looked up): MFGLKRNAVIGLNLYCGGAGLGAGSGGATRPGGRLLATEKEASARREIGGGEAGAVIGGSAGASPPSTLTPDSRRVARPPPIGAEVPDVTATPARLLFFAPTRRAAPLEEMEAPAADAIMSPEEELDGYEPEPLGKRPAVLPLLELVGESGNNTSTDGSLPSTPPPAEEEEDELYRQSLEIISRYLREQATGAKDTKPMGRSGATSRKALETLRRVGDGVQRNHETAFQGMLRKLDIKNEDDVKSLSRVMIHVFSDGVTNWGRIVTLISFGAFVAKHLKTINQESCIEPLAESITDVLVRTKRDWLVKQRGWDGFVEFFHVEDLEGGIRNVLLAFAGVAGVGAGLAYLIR
MEX-5 binding = C. elegans MEX-5 TCR-2 RNA binding activity | Q9XUB2 | MEX-5/FITC-TCR2 RNA binding, fluorescence polarization; stronger effect = lower value | activity score (negative = inhibition of binding), % at 10 µM | 300,000 compounds, 0.38% hits | AID 1832;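 active means inhibition past about -25% in most replicates, and total fluorescence under double the plate's negative control median, limit read from the data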;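 further: 0% = DMSO and -100% = 5 µM competing unlabeled TCR2 RNA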
Target sequence (Q9XUB2 whole entry, looked up): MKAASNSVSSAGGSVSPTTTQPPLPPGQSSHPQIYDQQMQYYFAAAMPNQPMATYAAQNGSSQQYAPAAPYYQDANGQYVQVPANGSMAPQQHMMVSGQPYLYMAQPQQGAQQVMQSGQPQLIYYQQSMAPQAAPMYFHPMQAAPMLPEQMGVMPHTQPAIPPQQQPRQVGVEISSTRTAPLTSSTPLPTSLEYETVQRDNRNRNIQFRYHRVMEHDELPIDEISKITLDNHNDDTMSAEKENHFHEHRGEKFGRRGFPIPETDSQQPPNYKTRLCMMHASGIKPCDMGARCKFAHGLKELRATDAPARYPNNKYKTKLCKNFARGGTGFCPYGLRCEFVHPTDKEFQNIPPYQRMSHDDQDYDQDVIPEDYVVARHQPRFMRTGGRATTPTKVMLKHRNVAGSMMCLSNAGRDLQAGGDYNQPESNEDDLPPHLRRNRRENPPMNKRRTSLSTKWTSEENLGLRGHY
* = called active by the depositor; · = not tested or not shown. Not a hit list; any-hit rate near 2.3%.

SMILES	Bcl-xL primary	EBNA-1 inh	GLD-1 RNA inh	Efflux pump mplx	CR mimetic SO	ZTA DNA inh	Fam108B counter	MCL1-BIM inh	MEX-5 binding
O=C(O)c1ccc2c(c1)C(=O)N(Cc1ccc3c(c1)OCO3)C2=O	5.6	10.3	5.8	0.0	95.3	20.0	5.2	-0.9	0.7
OCCOCCOc1ccccc1OCCOCCO	7.2	-10.1	4.3	0.1	107.0	-12.0	2.6	5.6	0.0
CC(=O)OCCOc1nc(NC(C)C)nc(NC(C)C)n1	1.3	8.5	7.3	0.1	95.5	-5.0	-3.1	-2.9	-3.0
COc1ccc(N2CCN(C(=O)CSc3ccc(C)cc3)CC2)cc1	4.7	6.0	-8.7	0.1	99.4	19.7	4.6	1.9	0.3
O=C(NNC(=O)c1cc(OCC(F)(F)F)ccc1OCC(F)(F)F)c1cccc(C(F)(F)F)c1	0.0	6.0	-3.6	0.2	73.4	7.8	5.5	-4.3	-0.9
O=C(CC1NCCN(Cc2ccccc2)C1=O)Nc1ccccc1 (centres undefined)	4.5	-0.8	0.3	0.0	90.1	19.3	-2.9	4.2	-1.1
COC(=O)C/C=C/[C@@H](C)[C@@H](/C=N/OC[C@@H](C)[C@H](OCc1ccccc1)C(C)C)NS(=O)(=O)c1ccc(C)cc1	-3.7	1.2	2.0	0.1	103.2	-15.4	-3.3	2.5	-2.1
Cc1cc(C)c2c(CN3CCN(Cc4ccccc4)CC3)cc(=O)oc2c1C	7.5	6.0	-3.4	0.1	93.7	2.7	-5.4	2.4	-0.4
CCOc1cc(/C=N/NC(=O)CSc2nncn2C)ccc1OCc1cccc(C)c1	0.7	-0.9	-2.3	-0.8	112.2	-2.1	3.2	11.2	1.8
CCOc1ccc(-c2csc(NC(=O)CSC3=NC(=O)CN3C(C)=O)n2)c2ccccc12	1.1	-0.4	-6.8	0.1	94.1	4.3	-0.4	0.0	0.1
O=C(Nc1ccc(OC(F)(F)F)cc1)N1CCN(c2ccnc3cc(Cl)ccc23)CC1	4.1	-6.5	5.8	-0.1	113.1	-5.2	-19.0	2.6	3.8
N#CC1=C(SCC(=O)NC2CC2)NC(=O)C(C#N)C12CCCCC2 (centres undefined)	1.2	2.2	2.5	0.0	91.5	16.1	0.0	6.2	-1.5
COc1ccc(OC)c(N/C=C/C(=C(C#N)C#N)N(C)C)c1	3.1	-11.7	-1.5	0.6	98.8	-15.5	3.1	-0.9	1.2
Nc1ccc(C(=O)N/N=C/c2sc(N3CCOCC3)nc2-c2ccccc2)cc1	6.3	-11.3	8.1	-0.2	100.5	-16.1	10.6	0.1	1.1
CCCc1sc(N)nc1-c1ccc(C)cc1	-7.9	-15.9	2.1	0.1	111.1	-7.3	-0.7	-4.8	1.0
O=C(Nc1ccc(Br)cc1F)C1CCN(c2nnc(-n3cccc3)s2)CC1	1.0	22.6	-2.6	0.7	105.9	14.8	1.1	0.1	1.8
COc1ccc(S(=O)(=O)N(CC(=O)NC2CC2)c2ccc(C)cc2)cc1	7.8	1.6	-6.2	-0.2	118.4	-5.7	-1.6	6.3	-1.0
CCCCNC(=O)OCCNC(=O)NC	2.3	-7.6	11.9	0.1	106.2	-10.0	-1.0	10.7	-0.7
COc1ccc(NS(=O)(=O)c2cccc3cccnc23)cc1OC	8.6	-18.9	-7.7	-0.3	93.3	-26.9	-1.5	9.0	0.9
Cc1ccc(C)c(NC(=O)C2CCN(S(=O)(=O)c3ccc4c(c3)NC(=O)CO4)CC2)c1	1.2	5.5	4.0	0.1	93.7	0.3	0.4	5.0	-3.6

Complete entries from above.
OCCOCCOc1ccccc1OCCOCCO is entered as Bcl-xL primary: 7.2; EBNA-1 inh: -10.1; GLD-1 RNA inh: 4.3; Efflux pump mplx: 0.1; CR mimetic SO: 107.0; ZTA DNA inh: -12.0; Fam108B counter: 2.6; MCL1-BIM inh: 5.6; MEX-5 binding: 0.0
CCOc1ccc(-c2csc(NC(=O)CSC3=NC(=O)CN3C(C)=O)n2)c2ccccc12 is entered as Bcl-xL primary: 1.1; EBNA-1 inh: -0.4; GLD-1 RNA inh: -6.8; Efflux pump mplx: 0.1; CR mimetic SO: 94.1; ZTA DNA inh: 4.3; Fam108B counter: -0.4; MCL1-BIM inh: 0.0; MEX-5 binding: 0.1

The results go on.
SMILES	Bcl-xL primary	EBNA-1 inh	GLD-1 RNA inh	Efflux pump mplx	CR mimetic SO	ZTA DNA inh	Fam108B counter	MCL1-BIM inh	MEX-5 binding
N#Cc1ccccc1Cn1cc(/C=N/Nc2ccc([N+](=O)[O-])cn2)c2ccccc21	-30.5	-10.9	-11.9	-0.2	107.9	-0.9	2.6	-51.2	-3.5
CCOC(=O)c1ccc(-c2ccc(C3Nc4ccccc4C(=O)N3O)o2)cc1 (centres undefined)	1.5	10.9	8.2	-0.2	118.3	27.9	1.9	-3.8	0.5
CCOC(=O)C1CCCN(Cc2cccc(Oc3ccccc3)c2)C1 (centres undefined)	6.1	-7.0	10.1	-0.1	102.5	-12.3	-5.2	14.9	-5.7
COC(=O)c1ccccc1NC(=O)CN(C)Cc1ccccc1	2.4	-17.5	-3.1	0.4	97.8	13.5	-4.9	1.7	-0.8
O=C(NNC(=O)c1ccccc1-n1cccc1)c1ccc(Cl)cc1	5.6	9.9	-2.6	0.1	111.8	-2.3	0.1	-1.8	-1.1
CCCOc1ccc2[nH]c(C(=O)N/N=C/c3cc(OC)c(OC)c(OC)c3)cc2c1	-4.8	-12.3	0.1	-0.1	96.5	4.1	-14.8	-8.6	-2.8
CCOC(=O)c1ccc(N=C2S/C(=C\c3cc(C)n(-c4cccnc4)c3C)C(=O)N2C)cc1	-0.4	-11.8	-0.8	0.2	98.1	-9.3	1.5	0.1	1.8
Cc1ccc(Cn2ccnc2C(=O)Nc2ccccc2)cc1	1.5	-2.8	-9.8	-0.2	104.5	3.8	1.7	6.2	0.8
Cc1ccc(NC(=O)c2cc(-c3ccccc3)nn2-c2ccccc2)c(Br)c1	2.3	8.3	3.1	-1.1	98.7	12.9	-10.2	1.8	-1.6
Cc1[nH]c(=S)[nH]c(=O)c1CCOc1ccccc1	6.3	-2.2	4.7	0.0	108.3	-0.9	4.0	7.4	2.1
CCOc1cc(N2CCOCC2)c(OCC)cc1NC(=O)COC(=O)CCc1c[nH]c2ccccc12	5.8	7.7	-0.3	0.1	110.9	13.6	-2.6	5.5	-1.3
Cc1ccc(C)c(C(=O)COC(=O)c2ccc(C)c(S(=O)(=O)N3CCOCC3)c2)c1	-7.4	·	2.8	1.1*	112.7	9.4	·	-12.8	·
CCS(=O)(=O)CCSC(=N)N	-0.6	7.9	-3.1	-0.3	92.7	3.8	11.8	-2.1	0.9
COc1ccc(NC(=O)C2CCN(C(=O)c3cccs3)CC2)cc1	1.2	1.4	-3.9	-0.1	103.2	5.0	0.4	0.2	-2.8
COc1ccc(CNC(=O)CN2C(=O)NC3(CCCc4sccc43)C2=O)cc1OC (centres undefined)	-2.3	·	1.7	-0.6	97.4	-14.9	·	-2.8	·
CCC(C)[C@H](NC(=O)N1CC(=O)Nc2ccccc21)C(=O)N1CCC[C@@H]1C(=O)O (some centres undefined)	6.2	-1.9	-4.7	-0.1	102.3	-0.3	0.6	4.3	0.5
CCC(NS(=O)(=O)c1ccc(C)cc1)C(=O)Nc1ccc(NC(C)=O)cc1 (centres undefined)	-4.0	-1.2	3.9	-0.2	98.4	0.5	0.3	2.4	-1.3
CC(=O)Nc1ccc(S(=O)(=O)N2CC3(C)CC2CC(C)(C)C3)cc1 (centres undefined)	4.9	-3.7	-1.8	-0.4	94.8	4.6	-4.7	-1.8	0.7
COc1ccccc1CN(Cc1nc2ccccc2c(=O)[nH]1)S(=O)(=O)c1ccc(C)cc1	8.6	6.9	0.3	-0.1	90.7	-7.1	-2.7	9.0	0.0
CCOC(=O)c1c(N)sc2c1CCC(CC)C2 (centres undefined)	8.8	6.7	3.2	-0.4	99.9	16.5	5.2	13.2	0.0

Efflux pump mplx: what is marked active above
mol | Bcl-xL primary | EBNA-1 inh | GLD-1 RNA inh | Efflux pump mplx | MCL1-BIM inh | MEX-5 binding
Cc1ccc(C)c(C(=O)COC(=O)c2ccc(C)c(S(=O)(=O)N3CCOCC3)c2)c1 | -7.4 | · | 2.8 | 1.1* | -12.8 | ·

Additional entries follow:
SMILES	Bcl-xL primary	EBNA-1 inh	GLD-1 RNA inh	Efflux pump mplx	CR mimetic SO	ZTA DNA inh	Fam108B counter	MCL1-BIM inh	MEX-5 binding
CC(C)N1CCC(N2CCN(Cc3nc4ccccc4s3)CC2CCO)CC1 (centres undefined)	10.2	-4.9	0.4	0.0	77.4	-3.1	-1.2	13.2	-5.9
CCN(Cc1nc2ccccc2c(=O)[nH]1)C(=O)CN1C(=O)NC2(CCCCC2C)C1=O (centres undefined)	4.9	·	5.8	-0.1	123.5	16.4	·	2.3	·
COc1ccc(OC)c(S(=O)(=O)NC2CCSc3ccccc32)c1 (centres undefined)	5.2	-3.2	-6.1	0.1	109.6	-6.7	-4.9	3.9	-1.1
CC(C)N(C)CCOC(=O)c1ccccc1Br	4.9	1.7	-4.8	12.6*	96.5	3.3	0.7	2.0	0.9
O=C(/C=C/c1ccc(-c2ccccc2[N+](=O)[O-])o1)c1ccco1	19.5	-8.9	13.4	0.0	104.0	3.4	5.0	31.9	-0.9
COc1ccc(CNC(=O)C2CC(=O)N(c3ccc(OCC(=O)N4C(C)CCCC4C)cc3)C2)cc1 (centres undefined)	6.6	14.0	-3.2	0.0	92.0	-7.8	0.9	2.6	0.1
C/C(CCc1oc2ccc(Br)cc2c1-c1ccc(C)o1)=N/O	5.9	7.7	5.0	0.0	105.0	14.6	1.6	6.1	0.3
Oc1ccccc1/C=N/Nc1nn[nH]n1	9.9	-3.5	4.2	-0.1	102.3	-5.9	0.6	6.3	0.3
COc1ccc(NC(=O)CSc2nc3ccsc3c(=O)n2CCC(=O)O)c(OC)c1	2.6	3.7	-3.7	0.1	88.6	8.2	1.2	1.1	-0.4
CCn1nc(C(=O)OCC(=O)N(CC(C)C)c2c(N)n(Cc3ccccc3)c(=O)[nH]c2=O)c2ccccc2c1=O	-9.9	-13.7	-4.2	0.4	85.5	-2.8	-4.0	-11.7	-1.7
CCOc1ccc(-n2cc(C(=O)N3CCCCCC3)c3cc(OC)c(OC)cc3c2=O)cc1	3.0	4.8	3.8	0.0	87.0	-9.4	-3.5	-1.7	·
COc1cccc(C2C(C#N)=C(N)OC3=C2C(=O)CC(c2ccco2)C3)c1OCc1ccc(F)cc1 (centres undefined)	-0.1	1.5	-1.2	0.1	99.3	1.4	-10.5	-2.6	1.5
O=C(O)CCn1nnc(-c2ccccc2)n1	1.3	1.6	2.3	0.0	88.8	-4.6	-3.0	-1.7	0.8
NCCCC[C@H](N)c1nnc([C@H](CCC(=O)O)NC(=O)C2CCNCC2)o1	4.2	4.5	4.5	·	·	8.4	-2.4	5.6	1.1
O=C(c1cc2ccccc2cc1O)N1CCN(c2ccc([N+](=O)[O-])cc2)CC1	8.0	7.1	4.0	-0.1	82.1	2.1	-1.1	1.3	-0.3
COc1ccc(CNC(=O)Cc2cccs2)cc1OC	3.1	-11.1	-0.2	-0.2	116.7	-14.9	4.1	8.3	1.1
CCOc1ccc(/C=N/OCC(=O)NCc2ccco2)cc1	-1.1	-15.1	1.7	0.3	119.1	0.0	-3.9	-5.8	1.2
CC(=O)Nc1cccc(NC(=O)Cc2cccs2)c1	8.5	-2.2	6.6	0.0	96.1	-5.1	-5.6	5.9	-3.2
CC(C)(C)CC(C)(C)Nc1c(-c2ccc(O)cc2)nc2cnccn12	1.1	1.2	12.3	-0.1	111.8	-3.1	-1.8	4.4	-1.0
